CHO-K1 Ca PAM: M1 PAM counterscreen hit in parental CHO-K1 cells | activation, % at 3 µM | ATP EC20, Fluo-8 calcium fluorescence; 0% at ATP EC20, 100% at ATP max | AID 602247 | 360,000 tested, 0.02% active;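 active means activation above the run cutoff, the mean activation of all test compounds plus 3 SD, cut at about 40% in these data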;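 further: peak over basal fluorescence ratio in a 140 s read after ATP addition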
TAAR1 agonist: agonists of human TAAR1. Q96RJ0. CHO RD-HGA16 TAAR1, Fluo-8 calcium fluorescence; vehicle wells 0%, saturating PEA agonist 100%. activation, % at 3 µM. 360,000 tested, 0.99% active;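 active means activation above the mean activation of all test compounds in the run plus 3 SD, cut at about 38% in these data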
Target sequence (Q96RJ0 whole entry, looked up): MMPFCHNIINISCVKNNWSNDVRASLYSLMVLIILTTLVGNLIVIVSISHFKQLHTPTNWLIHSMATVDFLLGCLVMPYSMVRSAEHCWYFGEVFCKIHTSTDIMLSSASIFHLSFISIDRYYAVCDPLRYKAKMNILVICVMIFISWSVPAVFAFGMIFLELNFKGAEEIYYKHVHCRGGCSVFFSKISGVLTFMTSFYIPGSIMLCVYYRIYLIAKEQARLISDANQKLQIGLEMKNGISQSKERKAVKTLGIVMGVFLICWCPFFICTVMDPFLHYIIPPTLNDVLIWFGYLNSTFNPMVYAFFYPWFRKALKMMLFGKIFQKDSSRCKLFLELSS
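Assay system: CHO-derived RD-HGA16 cells with stable Gα16 and human TAAR1; timing: 17-24 h seeding, 75 min 37 °C dye, 30 min RT; read-out: % activation from peak over basal fluorescence ratio, DMSO-to-PEA scaled; measured by: kinetic Fluo-8 calcium fluorescence; benchmarks: low control DMSO, high control PEA (EC100); doses: 3 µM single concentration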
M1 antag: antagonists of human M1 muscarinic receptor. P11229. CHO-K1 hM1, Fluo-8 calcium fluorescence, ACh EC80 antagonist. inhibition, % at 3 µM. 360,000 tested, 1.3% active. AID 588852;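 active means percent inhibition above its own plate's cutoff, namely the mean of that plate's compound wells plus 3 SD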;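 further: peak over basal fluorescence ratio during 140 s after agonist addition; 0% = ACh EC80 plus DMSO and 100% = DMSO alone without agonist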
Target sequence (P11229 whole entry, looked up): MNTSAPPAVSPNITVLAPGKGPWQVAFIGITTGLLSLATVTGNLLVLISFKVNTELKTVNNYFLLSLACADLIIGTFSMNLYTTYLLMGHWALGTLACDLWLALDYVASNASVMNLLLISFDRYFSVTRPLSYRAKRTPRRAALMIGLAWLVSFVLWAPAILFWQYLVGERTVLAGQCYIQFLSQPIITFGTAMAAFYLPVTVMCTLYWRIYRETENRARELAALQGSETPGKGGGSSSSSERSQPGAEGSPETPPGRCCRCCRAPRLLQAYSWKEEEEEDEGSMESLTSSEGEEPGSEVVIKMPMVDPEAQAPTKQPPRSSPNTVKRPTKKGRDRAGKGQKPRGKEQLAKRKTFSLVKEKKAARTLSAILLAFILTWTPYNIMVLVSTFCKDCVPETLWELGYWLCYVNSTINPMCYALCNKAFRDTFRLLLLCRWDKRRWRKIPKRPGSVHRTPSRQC
M1 ag parental: nonselective activator or artifact in parental CHO-K1 cells; Fluo-8 calcium fluorescence; scaled to maximal ATP response, vehicle zero; activation, % at 3 µM; 360,000 tested, 0.48% active; AID 602248; in the data active means activation above about 15%;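 further: untransfected CHO-K1 host cells lacking M1 receptor as counterscreen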
TAAR1 antagonist: human TAAR1 antagonism; Q96RJ0; CHO RD-HGA16 TAAR1, Fluo-8 calcium fluorescence, antagonist; inhibition, % at 3 µM; 360,000 tested, 1.5% active; AID 624466;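 active means inhibition above a per-plate cutoff, the mean inhibition of test compounds on that plate plus 3 SD, cut at about 49% in these data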;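 further: 0% = DMSO plus EC80 beta-PEA response and 100% = DMSO alone without agonist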
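Test system – hTAAR1-expressing CHO RD-HGA16 cells, Gα16-coupled · Reagent – β-PEA at EC80 concentration, post-compound challenge · Compound dosing – 3 µM, single point · Timing – 140 s kinetic read after compound, 140 s after agonist · Detection – Fluo-8 intracellular calcium dye fluorescence, real-time kinetic reads · Control set – DMSO and EC80 PEA controls · Repeats – n of 1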
CHRM1 PAM: positive allosteric modulators of human M1 muscarinic receptor. P11229. CHO-K1 hM1, Fluo-8 calcium fluorescence, ACh EC20; 0% = ACh EC20, 100% = maximal ACh. activation, % at 3 µM. 360,000 tested, 0.088% active. AID 588819; in the data active means activation above about 19%, passing the limit was not always enough
CHO-K1 Ca antag: M1 antagonist counterscreen hit in parental CHO-K1 cells; ATP-induced calcium, Fluo-8 fluorescence; 360,000 tested, 0.6% active; inhibition, % at 3 µM;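 active means inhibition above a per-plate cutoff, the plate's mean sample inhibition plus 3 SD, cut at about 24% in these data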;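 further: 0% = DMSO plus EC80 ATP and 100% = DMSO alone without ATP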
CHO parental Ca: counter-screen for OX1R antagonists: effect in parental CHO cells. parental CHO-K1, ATP-induced calcium, Fluo-8 fluorescence. inhibition, % at 5.6 µM. 330,000 tested, 0.63% active;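 active means inhibition above that plate's mean sample inhibition plus 3 SD, cut at about 26% in these data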;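 further: 0% = ATP-challenged DMSO wells and 100% = DMSO wells without ATP; some compounds past the cut are filed as inactive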
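Assay system: parental CHO cells; Read-out basis: percent inhibition of ATP-evoked calcium rise, normalized to controls; Benchmarks: ATP and no-ATP DMSO wells; Compound dosing: single nominal dose of 5.6 µM per compound; Signal: Fluo-8 calcium dye fluorescence; Also added: ATP as calcium-mobilizing challenge; Repeats: singlicate.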
M1 ag: activates human CHRM1 receptor | CHO-K1 hM1, Fluo-8 calcium fluorescence, agonist mode; 0% DMSO, 100% acetylcholine EC100 | activation, % at 3 µM | 360,000 tested, 0.33% active | AID 588814;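 active means activation above the run's mean compound activation plus 3 SD, cut at about 16% in these data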;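 further: peak over basal fluorescence ratio within a 140 s kinetic read after compound addition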
* = called active by the depositor; / = not tested or not shown.

SMILES	CHO-K1 Ca PAM	TAAR1 agonist	M1 antag	M1 ag parental	TAAR1 antagonist	CHRM1 PAM	CHO-K1 Ca antag	CHO parental Ca	M1 ag
CCCCCN1C(=O)/C(=C/c2c(N3CCc4ccccc4C3)nc3ccccn3c2=O)SC1=S	12	26	-3	1.2	4	4	-8	-19	-4
C=CCC1c2cccc(C(=O)OC)c2C(=O)N1c1ccccc1 (stereo not given)	-8	4	10	0.0	3	0	24*	-15	-2
CCC1CCCCN1S(=O)(=O)c1ccc(NC(=O)c2cccs2)cc1 (stereo not given)	-9	24	-14	2.1	17	-2	-10	-11	-2
CCOC(=O)C(C(=O)Nc1cccc(C)c1)C1CCCCC1 (stereo not given)	-11	4	13	-0.8	-20	-3	-6	-16	-5
N#Cc1ccc(C(=O)CN2CCN(c3ccccc3)CC2)cc1	7	-1	-6	0.4	8	6	-11	-5	-7
CC(C(=O)NC(N)=O)N1C(=O)NC(c2ccccc2)(c2ccccc2)C1=O (stereo not given)	17	2	-9	0.2	2	4	-6	-4	-3
CCOC(=O)c1c(NC(=O)CN2CCN(S(=O)(=O)c3cc(Cl)ccc3Cl)CC2)sc(C(=O)N(C)C)c1C	0	-2	22	0.5	26	-7	-12	/	-6
C/C(=N/NC(=O)c1ccco1)c1cccc(NC(=O)c2ccc(C)o2)c1	-6	10	-1	0.0	5	2	12	-5	-4
N/C(=N\OC(=O)COc1ccc(Cl)cc1Br)c1ccncc1	14	0	-5	1.3	-13	4	-11	/	-5
Fc1ccc(Oc2nnnn2-c2ccccc2)cc1	23	15	-3	-0.3	7	4	-17	4	-4
Cc1ccc(NC(=O)COC(=O)Cc2ccsc2)cc1S(=O)(=O)N(C)C	11	4	-5	2.2	-22	5	-14	1	-2
Cc1ccccc1Cn1nc(C)c(NC(=O)/C=C/c2cnn(C)c2C)c1C	12	0	-2	0.0	3	5	-1	-11	-7
Cc1ccc(SC(C)C(=O)NCc2cccnc2)cc1 (stereo not given)	13	13	-2	0.0	7	10	2	-13	-4
COC(=O)C1=C(C)N(c2cccc(C(C)=O)c2)C(=O)C1	-6	0	7	0.1	6	-2	9	-9	-5
Cc1ccc(C(=O)/C=C/C(=O)O)cc1	19	2	-2	0.2	-17	9	-9	-15	-2
O=C(c1ccc(OC2CCN(CCc3ccccc3)CC2)cc1)N1CCC[C@H]1CO	7	1	-4	0.9	-17	-3	-3	/	-6
Cc1cc(C)c2c(C)nn(C3CCCCC3)c2n1	7	10	-3	-0.2	-4	1	-3	-5	0
COc1ccc(C=Nc2ccc3[nH]ncc3c2)c(O)c1	-5	2	-1	0.4	16	-5	-6	2	0
CC1CCCCC1NC(=O)COc1ccc(C#N)cc1 (stereo not given)	0	1	-5	0.0	8	-1	-2	-5	-2
c1ccc2[nH]c(NC3=NCCC3)nc2c1	11	2	-15	0.0	-4	9	2	-11	-4
CN(CC(=O)Nc1ccccc1Cl)C(=O)CSc1nncs1	3	2	-4	0.9	-34	8	-9	-26	-1
CCCCC[C@@H](C)N1C[C@H](COCc2ccccc2)Oc2cc(N3CC[C@H](O)C3)ccc2S1(=O)=O	4	1	/	0.7	21	/	-1	/	/
C=CCn1c(N)cc(=O)nc1SC(C)C(=O)Nc1ccc(C(=O)OCC)cc1 (stereo not given)	7	-1	18	-0.1	1	-9	1	-12	-6
CCOc1ccc2nc(NCCNC(=O)C(C)C)c(C)cc2c1	1	12	-27	-0.6	-7	4	5	-21	-5
O=C(NNC(=S)Nc1ccc(Br)cc1Cl)c1ccncc1	3	-2	8	-0.2	15	-6	12	-7	-5
COc1ccc(C2CC(c3ccc(C(F)(F)F)cc3)=NN2c2ccc(S(N)(=O)=O)cc2)cc1 (stereo not given)	7	2	1	0.6	-14	1	-7	-8	-2
COc1ccc(OC)c(-c2cc(C(=O)Nc3ccc(F)cc3F)no2)c1	16	-1	-6	0.2	-43	5	6	-3	-4
CC(=O)Nc1ccc2nc(NC(=O)COc3cccc(C)c3)sc2c1	-12	9	12	3.6	2	-5	-9	-18	-4
COc1cccc(CC(=O)OCC(=O)NC(=O)c2ccc(OC(F)F)cc2)c1	3	0	-1	2.6	-30	5	-15	10	-3
O=C(Cc1ccc(F)cc1)Nc1nnc(SCC(=O)NC2CCCC2)s1	-10	0	3	-0.3	1	3	8	-2	-2
Nc1nc2ccc(Br)cc2s1	-14	1	0	-0.4	-6	4	18	/	-2
CCOC(=O)C(C)n1nc(C)c2sc3ccccc3c2c1=O (stereo not given)	14	6	-7	0.2	-1	7	-18	-21	-5
O=C(CN1C(=O)c2ccccc2C1=O)NCC(=O)Nc1ccccc1	10	6	-14	0.5	3	6	-9	/	-1
OCCCNc1ncnc2c1ncn2[C@H]1CN(Cc2ccc(-c3ccccc3)cc2)C[C@@H](CO)O1	14	8	7	5.2	5	-4	-8	/	-2
CCN(CC(=O)NCc1ccc(F)cc1)C(=O)COc1ccc2ccccc2c1	19	5	5	5.1	8	-1	-8	-19	-4
COC(=O)c1cc(OC)nc(OC)c1	0	1	-5	0.3	-15	6	2	-9	-3
O=C(/C=C/c1ccc([N+](=O)[O-])cc1)c1ccccc(=O)c1O	22	3	-14	1.2	6	5	-11	/	2
CCN(CC)CCNC(=O)C1CCN(S(=O)(=O)c2c(C)noc2/C=C/c2ccccc2F)CC1	-22	4	24	1.2	0	-15	1	-13	-5
CN(C)S(=O)(=O)c1cc(NC(=O)CN2CCOCC2)ccc1Cl	18	1	-10	0.5	-26	12	4	-14	0
Cc1nnsc1SCCNC(=O)c1ccc(F)cc1	4	3	7	0.2	6	-2	-17	1	-3
Cc1cccc(CS(=O)(=O)Cc2ccc(C(=O)NC(C)c3ccccc3)o2)c1 (stereo not given)	13	3	-1	1.7	2	4	-10	-15	-2
Cc1cc(C)c2sc(N(CCN(C)C)C(=O)c3c(F)cccc3F)nc2c1	18	1	-13	1.8	0	7	-6	-23	-2
Cc1ccc(NC(=O)c2ccc3c(c2)OCCO3)cc1S(=O)(=O)Nc1cccc(Cl)c1	13	4	7	2.8	28	0	-9	-13	-4
Cn1c(CNC(=O)c2ccc3c(c2)OCO3)nnc1SCC(=O)Nc1ccc(F)cc1F	-2	-1	-14	-0.7	-5	11	-7	-20	-10
Cn1c(=O)c2c(ncn2CC(=O)N/N=C/C=C/c2ccco2)n(C)c1=O	22	4	-15	2.0	-6	10	-9	6	-3
CC(C)(C)NC(=O)C(=O)NCc1ccncc1	1	5	-1	-0.3	6	10	6	2	-5
CCOC(=O)C(=O)Nc1nccs1	11	13	-6	0.4	-7	7	11	-4	-3
CC(=O)Nc1ccc(NS(=O)(=O)c2ccc(CN3C(=O)c4cccnc4C3=O)cc2)cc1	14	0	-8	-0.2	-8	4	-18	-12	-2
COc1ccc(CCNC(=O)CSCc2n[nH]c(=O)[nH]2)cc1OC	10	4	-5	0.3	0	5	-10	7	-6
Cc1cc(C)nc(SCc2nnc(SCC(=O)Nc3ccc(C)c(C)c3)o2)n1	25	9	4	2.0	-15	4	-17	-10	-4

Next part; it opens with the 3 that closed the last part.
SMILES	CHO-K1 Ca PAM	TAAR1 agonist	M1 antag	M1 ag parental	TAAR1 antagonist	CHRM1 PAM	CHO-K1 Ca antag	CHO parental Ca	M1 ag
CC(=O)Nc1ccc(NS(=O)(=O)c2ccc(CN3C(=O)c4cccnc4C3=O)cc2)cc1	14	0	-8	-0.2	-8	4	-18	-12	-2
COc1ccc(CCNC(=O)CSCc2n[nH]c(=O)[nH]2)cc1OC	10	4	-5	0.3	0	5	-10	7	-6
Cc1cc(C)nc(SCc2nnc(SCC(=O)Nc3ccc(C)c(C)c3)o2)n1	25	9	4	2.0	-15	4	-17	-10	-4
O=C(COc1ccc2c3c(c(=O)oc2c1)CCCC3)N1C[C@H]2C[C@@H](C1)c1cccc(=O)n1C2	17	0	-9	0.6	5	3	-3	-11	-13
O=C(Cc1cccs1)Nc1nnc(-c2ccncc2)s1	8	9	8	0.4	-3	-4	-3	-13	-3
COc1ccc(-c2c(NC(=O)c3ccco3)oc3ccccc3c2=O)cc1	4	0	-3	1.0	-2	-1	-4	-5	-1
CNC(=O)NC(=O)C(C)OC(=O)CCCSc1nc2ccccc2s1 (stereo not given)	-4	12	3	0.9	0	2	8	-18	-7
Cc1ccc(S(=O)(=O)c2nc(-c3cccs3)oc2NCCCN(C)C)cc1	18	1	6	0.0	-3	-2	-12	-10	-5
CCOc1cccc2sc(N(CCCN(C)C)C(=O)c3ccc(S(=O)(=O)N4CCc5ccccc5C4)cc3)nc12	23	35	-9	1.2	29	7	-10	22	-3
CC(=O)N1CC2(CC(c3ccc(Cl)cc3Cl)=NO2)CN1c1cccc(Cl)c1 (stereo not given)	-3	1	15	0.6	17	-11	-9	/	-6
Cc1c(C(C)C)c(=O)n(-c2ccc(S(=O)(=O)N3CCOCC3)cc2)n1C	6	11	-3	0.8	5	0	-11	-9	-3
CCOC(=O)CNC(=S)N(Cc1ccccc1)Cc1ccccc1F	5	0	-5	0.4	-23	2	-6	-6	-6
Cc1ccc(CNC(=O)C2CC(=O)N(c3ccc(OCC(=O)N4CCCC4)cc3)C2)cc1 (stereo not given)	5	1	-5	0.5	-19	5	-3	-10	-3
Cc1nnc(NC(=O)CCCOc2ccccc2)s1	5	1	-3	0.1	-4	1	1	-15	-3
Cc1cccc(N=N/C(=C\O)C(=O)c2cccs2)c1	7	0	6	-0.1	-14	-7	1	-20	-5
Cc1cc2nc(CN(C)Cc3c(C(=O)N(C)C)nc4ccc(Cl)cn34)[nH]c2cc1C	1	-1	-8	0.5	12	2	-4	-28	-2
CN(C)c1ccc(/C=N/NC(=O)c2nnn(-c3nonc3N)c2COc2ccc(F)cc2)cc1	0	1	-8	1.1	-18	5	1	7	-1
CC(=O)c1cc(-c2ccccc2)n(CCC(=O)NC2CCCCCCC2)c1C	-14	8	13	-0.3	-9	-3	12	-28	-8
N#C/C(=C(/O)CN1CCN(c2ccccc2F)CC1)c1nc(-c2ccc(Cl)cc2)cs1	2	6	-2	-0.3	-21	1	-4	6	-4
Brc1cccc(OCCSc2ncccn2)c1	-4	7	8	4.5	13	-9	7	-12	-6
CCOc1ccccc1NC(=O)NNS(=O)(=O)c1cc(OC)ccc1OC	14	1	-1	0.6	-18	2	-13	-20	-5
O=C(CN1C(=O)NC2(CCOc3ccccc32)C1=O)Nc1cccc(Cl)c1 (stereo not given)	13	2	-9	2.0	11	7	-10	-1	-2
COC(=O)C1CCN(C(=O)COC(=O)C2CCN(S(=O)(=O)c3ccc4c(c3)OCCO4)CC2)CC1	-9	0	-6	0.8	-21	4	-12	-5	-4
CCn1cc(S(=O)(=O)c2ccc(C)cc2)c(=O)c2cc(OC)ccc21	18	1	-15	0.8	-14	18	-16	-19	3

Screening results as filed in PubChem.
